Bioassay records as filed in PubChem BioAssay.
PAFAH1B3 FP inh: PAFAH1B3 enzyme inhibitors, primary screen, biochemical, fluorescence polarization, human; inhibition, % at 3.39 µM; recombinant PAFAH1B3, FP-rhodamine probe; Platelet-activating factor acetylhydrolase IB subunit alpha1 (Homo sapiens), Q15102; 0.28% of 340,000 active; AID 492972, 2010;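 active means inhibition above the screen-wide average of all tested compounds plus 3 SD, cut at about 25% in these data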;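 further: 0% = enzyme with DMSO only and 100% = wells lacking PAFAH1B3 protein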
ZTA DNA inh: counter-screen for EBNA-1 inhibitors: inhibitors of Epstein-Barr virus ZTA | ZTA-DNA binding, fluorescence polarization | inhibition, % at 11 µM | P03206 | 0.15% of 320,000 active; in the data active means inhibition above about 33%
PAFAH2 FP inh: PAFAH2 enzyme inhibitors, primary screen, biochemical, fluorescence polarization, human. AID 492956, 2010. recombinant PAFAH2, FP-rhodamine activity probe. inhibition, % at 3.39 µM. 0.99% of 340,000 active. Platelet-activating factor acetylhydrolase 2, cytoplasmic (Homo sapiens), Q99487;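 active means inhibition above the mean over all tested compounds plus 3 SD, cut at about 30% in these data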;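 further: inhibitors block probe labeling of enzyme so polarization drops; 0% = enzyme with DMSO and 100% = wells lacking PAFAH2 protein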
EBNA-1 inhibitor: EBNA-1 DNA-binding inhibitors, primary screen, biochemical, fluorescence polarization. inhibition, % at 14.8 µM. 0.34% of 300,000 active. AID 1950, 2009; in the data active means inhibition above about 28%
LYPLA1 counter: LYPLA1 inhibitors, primary screen, counter-screen for PME1 inhibitor project, biochemical, fluorescence polarization, FP-Rh probe ABPP; Acyl-protein thioesterase 1 (Homo sapiens), O75608; recombinant LYPLA1; inhibition, % at 5.9 µM; 0.16% of 320,000 active; AID 2174, 2009;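 active means inhibition above the mean of all tested compounds plus 3 SD, set per campaign, cut at about 14% in these data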;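 further: inhibitors block serine hydrolase probe labeling of LYPLA1 so polarization falls; 0% = enzyme with DMSO and 100% = wells lacking LYPLA1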
Target sequence (O75608 whole entry, looked up): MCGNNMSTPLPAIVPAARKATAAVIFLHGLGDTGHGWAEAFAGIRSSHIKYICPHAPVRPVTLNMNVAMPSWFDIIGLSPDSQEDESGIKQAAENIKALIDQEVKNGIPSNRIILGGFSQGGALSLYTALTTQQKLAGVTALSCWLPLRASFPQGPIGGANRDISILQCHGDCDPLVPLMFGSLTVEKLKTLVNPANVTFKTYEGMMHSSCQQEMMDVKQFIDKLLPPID
PAD4 FP inh: human PAD4 inhibitors, primary screen, biochemical, fluorescence polarization, 1536-well format | Protein-arginine deiminase type-4 (Homo sapiens), Q9UM07 | recombinant PAD4, RCA probe fluorescence polarization | inhibition, % at 6.36 µM | 0.41% of 330,000 active | AID 485272, 2010;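 active means percent inhibition above a cutoff equal to the mean of all tested compounds plus 3 SD, cut at about 15% in these data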;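 further: 0% = PAD4 with RCA probe and DMSO and 100% = probe without PAD4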
Target sequence (Q9UM07 whole entry, looked up): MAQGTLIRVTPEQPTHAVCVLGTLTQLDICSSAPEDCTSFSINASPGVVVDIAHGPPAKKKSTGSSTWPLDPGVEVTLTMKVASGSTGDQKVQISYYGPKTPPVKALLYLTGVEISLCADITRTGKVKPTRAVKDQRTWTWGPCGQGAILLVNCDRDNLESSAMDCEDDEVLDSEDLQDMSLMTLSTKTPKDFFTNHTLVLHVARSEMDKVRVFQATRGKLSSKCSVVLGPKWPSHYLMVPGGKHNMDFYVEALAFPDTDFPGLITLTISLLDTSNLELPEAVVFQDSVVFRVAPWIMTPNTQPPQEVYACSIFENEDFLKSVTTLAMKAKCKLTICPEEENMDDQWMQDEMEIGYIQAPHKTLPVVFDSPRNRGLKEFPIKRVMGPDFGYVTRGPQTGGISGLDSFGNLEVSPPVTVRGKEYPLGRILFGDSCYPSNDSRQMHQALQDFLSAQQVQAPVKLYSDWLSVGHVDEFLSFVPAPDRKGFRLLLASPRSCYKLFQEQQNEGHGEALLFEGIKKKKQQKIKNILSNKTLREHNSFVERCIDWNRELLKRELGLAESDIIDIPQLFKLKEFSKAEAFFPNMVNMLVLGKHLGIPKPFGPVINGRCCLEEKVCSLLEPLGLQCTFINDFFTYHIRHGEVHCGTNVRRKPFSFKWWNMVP
LYPLA2 counter: LYPLA2 inhibitors, primary screen, counter-screen for PME1 inhibitor project, biochemical, fluorescence polarization, FP-Rh probe ABPP; inhibition, % at 5.9 µM; Acyl-protein thioesterase 2 (Homo sapiens), O95372; recombinant LYPLA2; 0.38% of 320,000 active;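 active means inhibition above the screen-wide mean plus 3 SD, limit set per campaign, cut at about 26% in these data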;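 further: 0% = LYPLA2 with DMSO and 100% = wells lacking LYPLA2 enzyme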
GSTO1 inh: inhibitors of recombinant GSTO1, primary screen, counter-screen for RBBP9 inhibitor project, biochemical, fluorescence polarization. activity-based probe fluorescence polarization. inhibition, % at 5.96 µM. 1.1% of 300,000 active;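 active means inhibition above the campaign mean inhibition plus 3 SD, cut at about 35% in these data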;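 further: 0% = GSTO1-1 with DMSO and 100% = wells lacking GSTO1-1 enzyme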
PREPL inh: PREPL enzyme inhibitors, primary screen, biochemical, fluorescence polarization; Prolyl endopeptidase-like (Homo sapiens), Q4J6C6; inhibition, % at 5.96 µM; 0.68% of 320,000 active; AID 2751, 2010; recombinant PREPL, fluorescence polarization activity-based probe; in the data active means inhibition above about 43%;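 further: 0% = enzyme with DMSO and 100% = wells lacking enzyme; many of its hits are not listed in these tables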
Numbers without * were called inactive; · = no result given. The list is partial, so the mix of outcomes need not match the whole.

SMILES	PAFAH1B3 FP inh	ZTA DNA inh	PAFAH2 FP inh	EBNA-1 inhibitor	LYPLA1 counter	PAD4 FP inh	LYPLA2 counter	GSTO1 inh	PREPL inh
Cc1csc(SC(C)C(=O)Nc2ccccc2C)n1 (configuration not stated)	2	8	1	·	0	1	2	·	-4
CN1C(=S)SC(N(O)C=C2C=CC(=O)C=C2)C1(C)C (configuration not stated)	8	2	-13	0	0	-2	2	7	0
Cc1cc(C)n(-c2nc(NCCCO)c3c4c(sc3n2)CCCC4)n1	6	1	-1	-2	-2	-10	-6	-5	21
O=C(N1CCCCCC1)n1c(Cc2ccccc2)nc2ccccc21	-1	-1	-3	5	-2	-4	6	-4	-4
Cc1ccc2cc(C(c3nnnn3C3CCCC3)N3CCN(c4ccccc4)CC3)c(=O)[nH]c2c1 (configuration not stated)	6	-11	7	17	0	-4	-2	7	-5
COc1ccc(C(=O)OCC(=O)c2ccc(C3CCCCC3)cc2)cc1	1	-3	2	-2	1	2	14	0	-5
O=c1nc(N2CCCCCC2)nc(N2CCCCCC2)[nH]1	-9	12	-2	5	5	2	11	3	-2
Cc1cc(C)cc(C(=O)NC(CC(N)=O)c2ccc(N3CCN(c4ccccc4)CC3)c([N+](=O)[O-])c2)c1 (configuration not stated)	-3	10	-2	3	-1	-4	-4	0	4
Cc1nc(NC(=O)c2ccccc2)sc1-c1csc(Nc2ccc(Cl)cc2)n1	·	16	·	12	-17	-10	-24	-10	5
CCc1ccc(NS(=O)(=O)c2cccc3nonc23)cc1	12	-11	9	-15	3	-10	-2	3	-1
COC(=O)c1ccc(NC(=O)COc2ccccc2OC)cc1	13	9	-6	8	0	0	2	5	0
O=C(c1cccs1)c1c[nH]cc1-c1ccccc1	·	15	·	11	-1	-1	2	5	-7
CN(C)S(=O)(=O)c1ccc(NC(=O)c2ccncc2)cc1	0	-4	1	9	1	-3	2	4	-1
O=C(NNc1ccc(O)cc1)c1ccc(Br)cc1	9	15	6	3	4	-3	-4	31	3
O=C1CCCc2ccccc2N1Cc1ccccc1Cl	6	-15	-2	4	0	-2	5	7	-3
O=C(O/N=C(\c1ccccc1)c1ccncc1)c1ccccc1Cl	9	-17	25	-11	-2	-5	-8	7	54*
CC(C)C(c1nnnn1C1CCCCC1)N1CCN(c2ncccn2)CC1 (configuration not stated)	13	-15	-3	-5	0	2	2	9	9
Cc1ccccc1NC(=O)C1c2ccccc2Oc2ccccc21	0	-15	-4	4	-2	6	-4	7	-4
Cc1ccc(CC2CC(=O)N(c3ccc(C)cc3)C2=O)cc1 (configuration not stated)	2	7	4	4	2	-1	7	3	-4
COc1cccc(-n2nnnc2SCC(=O)N2CCCc3ccccc32)c1	15	-6	4	10	0	1	8	3	17
COc1ccccc1NC(=O)CC1C(=O)Nc2c1c(=O)n(C)c(=O)n2C (configuration not stated)	4	-10	0	-11	7	2	15	6	11
Cc1noc(NS(=O)(=O)c2ccc(NC(=O)c3cc(=O)c4ccccc4o3)cc2)c1C	4	8	3	1	2	-1	4	4	2
COCCCNC(=O)c1cn(CC(C)C)c(=O)c2c1c1ccccc1n2C	12	0	1	-14	0	-1	3	3	-8
COCN(C#N)c1nc(OC)nc(OC)n1	2	4	0	2	4	2	5	9	3
Cn1nccc1NS(=O)(=O)c1ccc(F)cc1	6	5	1	3	0	-5	6	0	5
O=C(/C=C/c1cn(-c2ccccc2)nc1-c1cccnc1)N1CCCCC1	2	17	3	12	0	-4	7	-2	-35
COc1ccc(CCNC(=O)C2CCN(S(=O)(=O)c3ccc(OC)c(OC)c3)CC2)cc1OC	4	-12	-8	-15	4	-2	-3	2	12
COC(=O)[C@@H](Cc1ccccc1)N(Cc1ccccc1)S(=O)(=O)N(Cc1ccccc1)[C@H](Cc1ccccc1)C(=O)OC	5	·	-1	·	·	-5	·	·	12
COc1ccc(N(CC(=O)NCc2cccs2)S(=O)(=O)c2c(C)n[nH]c2C)cc1	-1	7	3	1	-1	0	-7	8	4
Cc1cccc(NC(=S)NCCN2CCOCC2)c1	16	-5	-4	14	-2	-6	-3	1	13

2 of these compounds, reformatted.
Results follow in this order: PAFAH1B3 FP inh, ZTA DNA inh, PAFAH2 FP inh, EBNA-1 inhibitor, LYPLA1 counter, PAD4 FP inh, LYPLA2 counter, GSTO1 inh, PREPL inh
Cc1noc(NS(=O)(=O)c2ccc(NC(=O)c3cc(=O)c4ccccc4o3)cc2)c1C
 : 4, 8, 3, 1, 2, -1, 4, 4, 2
COCCCNC(=O)c1cn(CC(C)C)c(=O)c2c1c1ccccc1n2C
 : 12, 0, 1, -14, 0, -1, 3, 3, -8

(more compounds)
SMILES	PAFAH1B3 FP inh	ZTA DNA inh	PAFAH2 FP inh	EBNA-1 inhibitor	LYPLA1 counter	PAD4 FP inh	LYPLA2 counter	GSTO1 inh	PREPL inh
CC(=O)NC1CC2CCC(C1)N2Cc1ccc(C)cc1 (configuration not stated)	4	8	4	3	-4	2	-2	-1	-9
O=C(Cc1ccc([N+](=O)[O-])cc1)NCc1ccc2c(c1)OCO2	6	-7	-3	-5	0	-1	5	15	0
Cc1ccc(S(=O)(=O)NCC(C)NS(=O)(=O)c2ccc(C)cc2)cc1 (configuration not stated)	9	7	-2	-5	0	-3	1	-4	1
O=C(NCC(=O)N1CCCC(C(F)(F)F)C1)c1ccc2ccccc2c1 (configuration not stated)	2	10	-8	7	-1	-4	-1	11	7
CCCCNC(=O)Cc1c(O)c2ccccc2[nH]c1=O	4	-3	-4	1	-1	0	6	7	2
O=C(Nc1nnc(-c2ccncc2)o1)c1ccccc1F	7	-9	-1	-8	-1	3	1	2	4
O=C(Nc1ccccc1N1CCCC1)c1cccc(-c2cc3ccccc3oc2=O)c1	6	-3	5	-1	-3	-1	1	-1	45*
Cc1cc(C(N)=O)c2cc(Br)ccc2n1	1	-1	7	-4	2	0	7	-2	-35
COc1cc2nc(COc3ccccc3[N+](=O)[O-])oc(=O)c2cc1OC	6	-15	50*	-7	4	-5	0	0	-6
CCC(O)(CC)C(=O)NN(C(=O)Nc1csc2c1CCCC2)c1ccccc1	5	-7	1	-2	3	-4	-2	-1	8
CC(NC(=O)c1ccccc1)C(=O)N/N=C/c1ccc(O)cc1 (configuration not stated)	2	-17	1	-2	-4	-11	-7	21	7
COc1ccc(NS(=O)(=O)c2cc(NC(=O)/C=C/c3cc(OC)c(OC)c(OC)c3)ccc2N2CCCCC2)cc1	-33	12	-62	4	-39	0	-74	-30	-3
CCC(=O)N(C1=C(NC)C(=O)c2ccccc2C1=O)C(C)C	15	-7	-3	13	-1	-5	-1	50*	16
O=C(O)c1cn(Cc2ccccc2)c2ccc(Cl)cc2c1=O	2	6	-4	1	-6	-5	-8	6	0
COc1ccccc1Nc1nc2ccccc2n2cnnc12	-2	-8	7	6	0	1	5	-5	2
COCCn1c(SCC(=O)NC2CC2)nnc1-c1ccc(Cl)cc1	4	-9	1	·	1	-1	2	·	8
Cc1sc2ncnc(N3CCC(C(=O)Nc4ccc(S(N)(=O)=O)cc4)CC3)c2c1C	7	1	7	·	0	0	8	·	0
COC(=O)c1ccc(NC(=S)NN2CCOCC2)cc1	3	-4	-4	1	5	7	8	4	12
CC1CN(C(=O)Nc2cccc(Cl)c2)C2(CCCCCC2)O1 (configuration not stated)	-2	-11	4	5	3	-3	7	-1	-4
N#Cc1c(C(F)(F)F)cc(-c2ccccc2Cl)[nH]c1=O	-3	-16	-1	-4	7	2	13	-9	14
CN(C)C(=O)c1ccc(NC(=O)COC(=O)C2=COCCO2)cc1	7	4	5	6	1	3	-2	3	-8
COc1cccc(COCC(O)Cn2cnc3cc(C)c(C)cc32)c1 (configuration not stated)	6	5	-5	1	0	-1	-4	-4	5
COCCNC(=O)CN(Cc1ccccc1)S(=O)(=O)c1ccc2nc(C)sc2c1	0	1	2	1	0	1	-2	0	3
CS(=O)(=O)Nc1cccc(C2=NN(S(C)(=O)=O)C(c3ccccc3)C2)c1 (configuration not stated)	2	-19	-2	-2	0	1	-3	1	2
CCOC(=O)C1CCN(C(=O)Cc2ccc(OC)c(OC)c2)CC1	6	-9	-3	8	1	3	-2	-3	3
C=CCNC(=O)c1cc2c(=O)n3cccc(C)c3nc2s1	10	6	-4	3	-3	0	8	-3	0
CC(=O)Nc1ccc(S(=O)(=O)NC2(C(F)(F)F)C(=O)Nc3c2c(=O)n(C)c(=O)n3C)cc1 (configuration not stated)	2	9	0	11	2	0	-1	0	4
COc1ccc(OC)c(N(CC(=O)NCC2CCCO2)S(=O)(=O)c2ccccc2)c1 (configuration not stated)	2	11	-5	-13	-2	-5	-5	7	3
C[C@H](CO)N1C[C@H](C)[C@@H](CN(C)C(=O)NC2CCCCC2)Oc2ccc(NC(=O)c3ccncc3)cc2C1=O	6	·	5	·	·	1	·	·	1
COc1ccc(NC(=O)CSc2ncnc3[nH]ncc23)cc1	9	-12	-4	3	4	1	6	36*	9
CC(=O)c1c(C)oc2ccc(N(C(C)=O)S(=O)(=O)c3ccc(Cl)c([N+](=O)[O-])c3)cc12	0	16	12	-9	1	5	-2	22	10
O=C(N/N=C/c1cccnc1)C(O)(c1ccccc1)c1ccccc1	0	-1	-1	0	0	3	1	11	12
CC(C)(C)C1CCc2c(sc(NC(=O)C3CC=CCC3C(=O)O)c2C#N)C1 (configuration not stated)	10	9	12	-3	4	-5	1	-8	6
Cc1ccc(C)c(NS(=O)(=O)c2cc(C(N)=O)ccc2C)c1	8	1	1	8	0	-4	-5	3	-10
Nc1ccccc1CNc1nc(NCCO)nc2c1ncn2CCN1CCOCC1	14	0	-8	11	2	0	-1	0	10
CCCCNC(=S)N(C)/N=C/c1ccc2c(c1)OCO2	-2	-1	-4	1	-1	-5	-3	-6	-7
COc1cccc(CNC(=O)Cn2ccc3cc(S(=O)(=O)N4CCC(C)CC4)ccc32)c1	-1	7	21	-3	-2	-1	-7	-9	1
CN=C1S/C(=C\c2ccc(OCC(=O)OC)c(OC)c2)C(=O)N1C	11	-1	0	-9	3	7	4	-2	8
O=c1[nH]c(=S)n(-c2cccc(Cl)c2)c(O)c1/C=N/N1CCOCC1	-4	4	5	1	-1	-16	2	6	-4
COc1ccccc1Oc1coc2c(CN3CCOCC3)c(O)ccc2c1=O	4	-6	-1	-4	-2	1	-1	-4	-6
CC(C)NC(=O)COC(=O)c1ccc(O)cc1	5	-2	48*	-11	0	-1	-6	0	12
CCN1CCCC1CNC(=O)c1ccc(CS(=O)(=O)c2ccccc2C)o1 (configuration not stated)	6	-4	5	9	7	-1	0	0	-7
Cc1ccc(C)c(C(=O)c2c(C)nc3sccn23)c1	-9	-8	3	6	0	1	4	1	33
Cc1nc2c(-c3ccc(F)cc3)c(C)nn2c(C)c1CCC(=O)Nc1ccc(F)cc1F	-1	-14	2	-3	0	7	-6	2	-10
CCOC(=O)C1CCCN(S(=O)(=O)c2ccc(NC(C)=O)cc2)C1 (configuration not stated)	5	9	5	-5	1	0	-5	6	-3
